# p53ts 39C tox: cytotoxicity in p53ts cells at nonpermissive temperature; H1299-p53A138V viability at 39C, ATP luminescence, 24 h; Potency, µM (series often up to 46.1 µM), inactives show top-dose activity change, negative = cell killing, usual class: cytotoxic; 130,000 tested, 1.5% active; active means well fitted cell-killing curve with a large enough effect; further: nearly all actives have a fitted effect of over 55% in size
# * hit, by the source's call; [ ] = remark or other dose. On the % scale 0 is the no-effect control and ±100 the full control effect; potency means the concentration at half of the fitted maximal effect. The list is partial. The share of hits here may be higher or lower than overall.
SMILES,p53ts 39C tox
Cc1ccc(C(=O)NCCc2nnc3ccc(SCC(=O)Nc4ccccc4C)nn23)cc1,10.5%
O=C(CC(Nc1ccc(F)cc1)C(=O)OCC(=O)c1cccs1)c1ccccc1 (centres undefined),-5.2%
Cc1nc([N+](=O)[O-])cn1-c1ccc(N)cc1,23.3%
O=C(OC(c1ccccc1)c1nccc2ccccc12)c1cc([N+](=O)[O-])cc([N+](=O)[O-])c1 (centres undefined),2.3%
O=C1NC(c2ccc(-c3ccccc3[N+](=O)[O-])o2)C(C(=O)c2ccccc2)C(O)(C(F)(F)F)N1 (centres undefined),4.8%
CC(=O)N1CCN(C(=S)c2ccc(Cl)cc2)CC1,0.4%
COC(=O)CSc1nc(C)c(C(=O)Nc2ccccc2C)c(-c2ccc(Cl)cc2)c1C#N,-6.1%
Cc1ccccc1/C=C/c1nc2ccccc2c(=O)n1CCc1ccccc1,8.4%
O=C(Oc1ccc(Cl)c2cccnc12)C12CC3CC(CC(C3)C1)C2,25.5%
COc1cccc(Nc2n[nH]c(=S)s2)c1,-12.5%
CC1(C)C([N+](=O)[O-])C(c2ccc(Cl)cc2)NC(c2ccc(Cl)cc2)C1[N+](=O)[O-] (centres undefined),3.3%
Cc1cc(Cl)ccc1OCCCC(=O)NCCN1C(=O)S/C(=C\c2cccnc2)C1=O,-6.0%
COc1ccc(-c2nc(NC(=O)Cn3c(=O)oc4ccccc43)sc2C)cc1,-1.3%
Cc1cc(Oc2nc3c(C)cccn3c(=O)c2/C=C(\C#N)S(=O)(=O)c2ccccc2)ccc1Cl,4.3%
O=C(CNc1ccc2ccccc2c1)N/N=C/C=C/c1cccc([N+](=O)[O-])c1,-9.8%
CCC1(C)CC(c2nc(-c3ccc(OC)cc3)cs2)CCS1 (centres undefined),29.2%
O=C(NNC(=O)c1cccnc1)Nc1ccc([N+](=O)[O-])cc1,-9.9%
O=[N+]([O-])c1cc(-c2nnc(Nc3ccc(O)cc3)c3ccccc23)ccc1N1CCOCC1,4.1%
COc1ccc(NC(=S)N2CCN(C(c3ccccc3)c3ccccc3)CC2)cc1OC,14.8%
O=C(NNC(=O)c1ccc(Cl)cc1Cl)c1ccncc1,-9.3%
Cc1ccc(CSCC(N)C(=O)O)cc1 (centres undefined),3.2%
O=C(C1=NN[C@@H]2C(=O)N(c3cccc(C(F)(F)F)c3)C(=O)[C@H]12)C(c1ccccc1)c1ccccc1,-10.9%
O=C(/C=C/c1ccco1)c1ccc(NC(=O)C23CC4CC(CC(C4)C2)C3)cc1,-16.4%
O=C(/C=C/c1ccccc1)n1cnnc1SC/C=C/c1ccccc1,5.0%
CCOC(=O)c1c(NC(=O)C(=O)N/N=C/c2ccccc2OC)sc2c1CCCCC2,21.3%
Cc1cc(C)nc(NS(=O)(=O)c2ccc(NC(=O)C3(c4ccc([N+](=O)[O-])cc4)CCCC3)cc2)n1,-12.4%
COc1ccccc1N(CN1C(=O)c2ccccc2C1=O)C(=O)c1cccc(C)c1,-5.1%
CCn1c(SCC(=O)N/N=C/C=C/c2ccccc2[N+](=O)[O-])nnc1-c1ccc(Cl)cc1,-8.1%
Cc1cc(SCC(=O)Nc2ncc(Cl)cc2Cl)nc2ccccc12,-4.8%
CC1CCCN(CC(=O)Nc2cccc([N+](=O)[O-])c2)C1 (centres undefined),6.0%
CCCCCC(=O)N/N=C/c1ccc(N(C)C)cc1,-10.6%
CC(c1ccccc1)n1c(SCC(=O)N2CC(=O)Nc3ccccc32)nc2ccccc2c1=O (centres undefined),-23.1%
CC(C)(C)c1ccc(C(=O)OC/C(O)=C(\C#N)c2nc3ccccc3s2)cc1,0.7%
COc1cc(C)ccc1N(CCCN1C(=O)c2cccc3cccc(c23)C1=O)C(=O)c1cccs1,7.3%
NC(=S)N/N=C/c1ccccc1,-2.4%
COC(=O)N/N=C/c1c(C)c(C(=O)c2ccc(F)cc2)n2ccccc12,20.0%
COc1ccc(/C=N\NC(=O)c2ccc(=O)[nH]n2)cc1O,7.0%
Cc1cc(C)c2nc3nc(C)cc(C)c3c(N)c2c1,-29.3%
CC(C)CC(=O)Nc1ccccc1N1CCCC1,-6.8%
O=C(Cc1ccccc1[N+](=O)[O-])Nc1ccc2c(c1)OCCO2,-8.4%
Cc1nc2ccccc2n1C(=O)c1ccccc1[N+](=O)[O-],-4.1%
O=C(Nc1c2c(nc3ccccc13)CCCC2)c1ccccc1Cl,9.6%
Cn1c(Cc2cccc3ccccc23)nnc1SCc1ccc([N+](=O)[O-])cc1,-14.3%
CCOc1ccccc1NC(=O)COC(=O)c1cccc(-c2ccc(OC(C)=O)cc2)c1,-6.7%
CC1(C)CC(=O)CC(=O)/C1=N\Nc1c(Cl)cc(Cl)cc1Cl,-15.1%
N/C(=N\OC(=O)COc1ccccc1)c1ccc(Cl)cc1,6.0%
COC(=O)N/N=C/c1ccc(-c2cc(Cl)ccc2Cl)o1,-14.3%
CCOc1ncccc1C(=O)NCc1ccc(C)cc1,14.9%
O=C(NN1C(=O)C2C3C=CC(O3)C2C1=O)c1cccc(O)c1 (centres undefined),19.8%
CN1CCN(C(=O)c2ccc(CSc3ccc(Cl)cc3)cc2)CC1,0.7%
CCSc1nnc(NC(=O)c2cc(-c3ccc(C)c(C)c3O)n[nH]2)s1,-4.8%
CC(C)NC(=S)N1CCN(S(C)(=O)=O)CC1,19.0%
CCOc1ccc(C(=O)NCC(=O)OCc2csc(-c3ccccc3)n2)cc1,13.8%
COc1ccc(/C=C/c2nc(-c3ccccc3O)n[nH]2)cc1OC,4.1%
O=C(CSCc1ccccc1Br)N/N=C/c1ccc2c(c1)OCO2,-0.2%
CCOC(=O)/C(=C/c1ccc(F)cc1)NC(C)=O,19.6%
CC(C)NC(=S)N/N=C/C1=CCC2CC1C2(C)C (centres undefined),4.9%
Cc1cc(C)c(NC(=S)NC(=O)c2ccc(-c3ccccc3)cc2)c(C)c1,25.2%
COc1cc2c(cc1NC(=O)COC(=O)[C@@H](NC(=O)c1ccccc1F)C(C)C)oc1ccccc12,-13.1%
Cc1cccc2cc(CN(CCN(C)C)C(=S)NCc3ccco3)c(=O)[nH]c12,-2.0%

# Further entries follow.
SMILES,p53ts 39C tox
Cc1ccc(NC(=S)NCc2ccc3c(c2)OCO3)cc1,-9.0%
Cc1nn(CC(=O)N(C)Cc2ccc(F)cc2)c(C)c1[N+](=O)[O-],26.5%
Cc1cccc(NC(=S)N/N=C2/CCCCc3ccccc32)c1,30.0%[activator]
Cc1cc(C2=NNC(=NC3CC3)SC2)c(C)n1Cc1ccco1,12.6µM*
C=C1N(c2ccccc2)C(=O)OC1(C)C,1.4%
Cc1ccc(C(=O)N/C(=C\c2ccc(-c3ccc(Br)cc3)o2)C(=O)NC2CCS(=O)(=O)C2)cc1 (centres undefined),7.9%
CC(C)C(OC(=O)c1cc2c(s1)CCCCC2)C(=O)NC(N)=O (centres undefined),8.0%
O=C(OCCN1CCCC1=O)c1cc(F)c(F)c(F)c1F,-13.3%
COc1ccc(C2c3c(ccc4ccccc34)Oc3ncn4nc(Cc5ccc(OC)c(OC)c5)nc4c32)cc1 (centres undefined),-4.2%
Clc1cccc(/C(Cc2nc3ccccc3[nH]2)=N\Nc2ccccc2)c1,-18.6%
COc1ccc2sc(SCCCS(=O)(=O)O)[n+](CCCS(=O)(=O)[O-])c2c1,25.4%
O=C(COC(=O)[C@H](Cc1ccccc1)NC(=O)c1cccs1)Nc1ccccc1C(F)(F)F,0.0%
CCc1nc(Cl)c(C#N)c2c1CCCC2,-1.1%
COc1ccc(-n2cc(-c3ccc(C)cc3)[n+]3c2SCC3)cc1,6.0%
CCOc1ccc(C(NC(=O)/C=C/c2ccco2)c2ccc(OC)c(OC)c2)cc1 (centres undefined),6.4%
CCOC(=O)CSc1nc(C2CC2)cc(-c2ccc(Cl)cc2)c1C#N,17.2%
NNc1nc(-c2ccccc2)nc2sc3c(c12)CCCC3,-1.0%
COc1ccc(NC(=S)Nc2ccc(S(=O)(=O)N3CCOCC3)cc2)c(OC)c1,10.9%
CCCC(=O)Nc1ccc(Cl)c(NC(=S)NC(=O)c2cc3ccccc3o2)c1,6.9%
CCOC(=S)SCC(=O)N1CCc2ccccc2C1C1C(=O)CCCC1=O (centres undefined),5.5%
COCCn1c(SCC(=O)Nc2ccc(N3CCOCC3)cc2)nc2ccccc21,-5.2%
COc1cccc(N/C(N)=N/c2nc(C(F)(F)F)cc(=O)[nH]2)c1,6.4%
Cc1cccn2c(=O)c(/C=C(\C#N)C(=O)NCc3ccco3)c(N3CCCC(C)C3)nc12 (centres undefined),17.9%
Cc1ccc(C(=O)NCC(=O)Nc2cccc(C(F)(F)F)c2)cc1,4.4%
Cc1ccc2nc(SCC(=O)NC3CCCc4ccccc43)[nH]c2c1 (centres undefined),7.8%
COc1cccc(Nc2nc(CN3CCOCC3)nc3sc4c(c23)CCCC4)c1,-0.1%
CCOCCn1c(=NC(=O)/C=C/c2ccccc2Cl)sc2cc(NC(C)=O)ccc21,-2.6%
CCN(CC)C(=O)C12CC3CC(CC(Cl)(C3)C1)C2,3.2%
CC1=NN(C(=O)COc2ccccc2C)C(O)(c2ccc(Cl)cc2)C1 (centres undefined),-21.4%
O=C(CCNC(=O)c1ccccc1)Nc1ccc(F)c(Cl)c1,8.8%
C=CCNC(=O)/C(C#N)=C/c1cn(-c2ccccc2)nc1-c1ccc(OC)c([N+](=O)[O-])c1,-2.4%
Nc1nnc(SCC(=O)OCc2ccc(F)cc2)s1,-2.6%
Cc1c(Cl)cccc1NC(=O)CCC(=O)N/N=C/c1ccc[nH]1,-7.5%
Cc1ccccc1NC(=O)/C=C/c1ccc([N+](=O)[O-])s1,-29.9%
O=C1CC(C(=O)Nc2ccc(F)cc2)S/C(=N\N=C\c2ccco2)N1 (centres undefined),-6.6%
Cc1cccc2sc(N(CCCN(C)C)C(=O)c3sc4ccccc4c3Cl)nc12,1.6%

# The list goes on; it opens with the two that closed the last part.
SMILES,p53ts 39C tox
O=C1CC(C(=O)Nc2ccc(F)cc2)S/C(=N\N=C\c2ccco2)N1 (centres undefined),-6.6%
Cc1cccc2sc(N(CCCN(C)C)C(=O)c3sc4ccccc4c3Cl)nc12,1.6%
CCOc1cccc(CNCCO)c1OCc1ccc(Cl)cc1Cl,6.2%
Cc1ccc(C(=O)N/C(=C\c2cccs2)C(=O)NCCc2c[nH]c3ccccc23)cc1,16.3%
CN(C1CCCCC1)S(=O)(=O)c1ccc(C(=O)N2CCN(c3nc4ccccc4s3)CC2)cc1,-14.1%
Cc1ccccc1-n1c(SCC(=O)NCc2cccs2)nc2ccccc2c1=O,18.9%
CN(C(=O)CSc1nc(N)c2c3c(sc2n1)CSC(C)(C)C3)c1ccccc1,4.9%
COc1ccc(Br)cc1/C=C/C(=O)Nc1ccc(C)cc1,-0.5%
O=C(CCCCCN1C(=O)c2ccccc2C1=O)Oc1ccc2c3c(c(=O)oc2c1)CCC3,-2.9%
Cc1ccc(C(=O)N/C(=C\c2ccc(-c3ccc([N+](=O)[O-])cc3)o2)C(=O)NC2CCS(=O)(=O)C2)cc1 (centres undefined),9.2%
S=C(NCCc1ccccc1)N/N=C/c1cccc(Cl)c1Cl,0.7%
CCCC1(CCC)NC(=O)N(CC(=O)c2cc(C)n(-c3ccc4c(c3)OCO4)c2C)C1=O,-6.4%
COc1cc(/C=C/C(=O)O)cc(S(=O)(=O)NCCO)c1OC,-1.1%
CCOC(=O)CNS(=O)(=O)c1cc(-c2nnc(Nc3ccc4c(c3)OCO4)c3ccccc23)ccc1C,34.6%[activator]
Cc1ccc(C(=O)N/C(=C\c2ccccc2)C(=O)OCc2ccccc2)cc1,6.1%
OCCNCc1cc(Br)ccc1OCc1ccccc1,-23.5%
COC(=O)c1c(C)oc2ccc(N(C(=O)Oc3ccccc3)S(=O)(=O)c3ccccc3)cc12,20.0%
CCOc1ccc(NC(=O)/C=C/c2ccccc2)c([N+](=O)[O-])c1,1.3%
Cc1ccsc1C(=O)Nc1ccc2c(c1)OCCO2,14.1µM*
Cc1ccc(C(=O)NC(=S)Nn2cnnc2)cc1,11.1%
CC(C)(C)c1nn2cnnc2n(/N=C/c2ccc(O)cc2)c1=O,11.6%
COc1ccc(C(=O)C[n+]2ccc(-c3nnc4n3CCC4)cc2)cc1,16.2%

# Compounds above with a furan ring, fused or not (13):
SMILES,p53ts 39C tox
O=C1NC(c2ccc(-c3ccccc3[N+](=O)[O-])o2)C(C(=O)c2ccccc2)C(O)(C(F)(F)F)N1 (centres undefined),4.8%
O=C(/C=C/c1ccco1)c1ccc(NC(=O)C23CC4CC(CC(C4)C2)C3)cc1,-16.4%
COC(=O)N/N=C/c1ccc(-c2cc(Cl)ccc2Cl)o1,-14.3%
COc1cc2c(cc1NC(=O)COC(=O)[C@@H](NC(=O)c1ccccc1F)C(C)C)oc1ccccc12,-13.1%
Cc1cccc2cc(CN(CCN(C)C)C(=S)NCc3ccco3)c(=O)[nH]c12,-2.0%
Cc1cc(C2=NNC(=NC3CC3)SC2)c(C)n1Cc1ccco1,12.6µM*
Cc1ccc(C(=O)N/C(=C\c2ccc(-c3ccc(Br)cc3)o2)C(=O)NC2CCS(=O)(=O)C2)cc1 (centres undefined),7.9%
CCOc1ccc(C(NC(=O)/C=C/c2ccco2)c2ccc(OC)c(OC)c2)cc1 (centres undefined),6.4%
CCCC(=O)Nc1ccc(Cl)c(NC(=S)NC(=O)c2cc3ccccc3o2)c1,6.9%
Cc1cccn2c(=O)c(/C=C(\C#N)C(=O)NCc3ccco3)c(N3CCCC(C)C3)nc12 (centres undefined),17.9%
O=C1CC(C(=O)Nc2ccc(F)cc2)S/C(=N\N=C\c2ccco2)N1 (centres undefined),-6.6%
Cc1ccc(C(=O)N/C(=C\c2ccc(-c3ccc([N+](=O)[O-])cc3)o2)C(=O)NC2CCS(=O)(=O)C2)cc1 (centres undefined),9.2%
COC(=O)c1c(C)oc2ccc(N(C(=O)Oc3ccccc3)S(=O)(=O)c3ccccc3)cc12,20.0%
